Ec RNAP inh: blocks E. coli RNA polymerase transcription; P0A8V2; fluorescence transcription assay; inhibition, %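 (tested at 10 µM)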; 62,000 tested, 0.2% active; AID 559; in the data active = inhibition above about 20%;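 also: 0% = enzyme without compound and 100% = no enzyme blank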
Target sequence (P0A8V2 whole entry, looked up): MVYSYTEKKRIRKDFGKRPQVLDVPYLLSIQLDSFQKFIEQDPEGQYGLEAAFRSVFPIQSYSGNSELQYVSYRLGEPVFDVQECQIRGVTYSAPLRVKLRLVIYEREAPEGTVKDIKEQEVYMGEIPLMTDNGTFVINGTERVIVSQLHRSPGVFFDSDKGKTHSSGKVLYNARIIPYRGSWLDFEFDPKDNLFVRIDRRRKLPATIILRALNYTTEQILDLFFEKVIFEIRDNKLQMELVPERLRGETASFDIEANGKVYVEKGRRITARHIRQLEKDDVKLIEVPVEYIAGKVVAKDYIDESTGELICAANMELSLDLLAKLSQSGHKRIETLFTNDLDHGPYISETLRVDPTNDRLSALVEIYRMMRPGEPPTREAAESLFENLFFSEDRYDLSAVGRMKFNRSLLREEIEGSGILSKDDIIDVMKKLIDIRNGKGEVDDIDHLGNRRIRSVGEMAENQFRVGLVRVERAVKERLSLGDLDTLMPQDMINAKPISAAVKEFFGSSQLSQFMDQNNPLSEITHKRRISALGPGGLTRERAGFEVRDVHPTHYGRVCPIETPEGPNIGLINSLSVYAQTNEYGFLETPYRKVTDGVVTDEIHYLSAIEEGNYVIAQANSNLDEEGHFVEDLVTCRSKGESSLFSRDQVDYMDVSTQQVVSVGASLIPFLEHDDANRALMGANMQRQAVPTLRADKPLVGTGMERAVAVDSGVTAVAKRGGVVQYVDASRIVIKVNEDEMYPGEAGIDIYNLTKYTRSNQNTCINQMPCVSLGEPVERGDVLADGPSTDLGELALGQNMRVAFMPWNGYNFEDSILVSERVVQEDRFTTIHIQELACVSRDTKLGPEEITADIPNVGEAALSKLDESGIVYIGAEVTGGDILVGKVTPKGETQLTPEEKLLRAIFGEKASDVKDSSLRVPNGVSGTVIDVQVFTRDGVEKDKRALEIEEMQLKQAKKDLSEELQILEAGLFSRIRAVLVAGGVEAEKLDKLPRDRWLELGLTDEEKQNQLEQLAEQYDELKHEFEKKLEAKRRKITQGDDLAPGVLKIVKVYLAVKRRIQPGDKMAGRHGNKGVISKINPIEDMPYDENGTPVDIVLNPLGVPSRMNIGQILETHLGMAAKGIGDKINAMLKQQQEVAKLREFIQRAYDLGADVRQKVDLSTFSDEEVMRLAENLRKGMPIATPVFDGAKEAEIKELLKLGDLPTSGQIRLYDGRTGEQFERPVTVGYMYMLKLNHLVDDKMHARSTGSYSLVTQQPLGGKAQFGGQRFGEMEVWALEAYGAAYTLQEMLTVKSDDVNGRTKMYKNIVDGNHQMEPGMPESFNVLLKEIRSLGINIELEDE
CatL block: blocks human cathepsin L protease activity | 58,000 tested, 0.17% active | inhibition, %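 (tested at 10 µM)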 | P07711 | purified cathepsin L, fluorogenic substrate, fluorescence; in the data active = inhibition above about 45%;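 also: 0% = enzyme with no compound and 100% = no enzyme blank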
CatB inh: human cathepsin B inhibition. 63,000 tested, 0.1% active. inhibition, %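 (tested at 10 µM)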. purified cathepsin B, fluorogenic substrate, fluorescence. AID 453. P07858; in the data active = inhibition above about 21%;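 also: 0% = enzyme with no compound and 100% = no enzyme blank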
C1s inh: blocks human complement C1s protease activity; P09871; purified C1s, fluorogenic AMC substrate, pooled mixtures; mean inhibition % of two 10-compound mixtures (active compounds read high), % at 5 µM (by protocol); 62,000 tested, 0.16% active;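 active = inhibition above 20% in each of the two 10-compound mixture wells holding the compound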;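 also: 0% = enzyme wells lacking compound mixture and 100% = no-enzyme blank wells; some compounds called inactive have numbers as strong as hits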
CatG inh: cathepsin G (human) inhibition; P08311; purified enzyme, AMC-tetrapeptide fluorescence, pooled mixtures; inhibition, % at 5 µM (by protocol); 62,000 tested, 0.2% active;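 active = inhibition above 20% in each of the two mixture wells holding the compound; inactive = inhibition of 20% or less in either well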;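 also: 0% = enzyme control without mixture and 100% = blank lacking enzyme; strong numbers were not always called active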
CatB mix inh: human cathepsin B inhibition by mixtures; P07858; Purified cathepsin B, AMC dipeptide fluorescence, compound mixtures; inhibition, %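 (ten-compound pools at 5 µM per compound and 50 µM total)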; 62,000 tested, 0.06% active; in the data active = inhibition above about 22%, passing the limit was not always enough;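 also: 0% = enzyme without compound and 100% = no enzyme blank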
AP complement: alternative pathway complement inhibition, orthogonal assay; AID 1235; inhibition, % at 5 µM; 62,000 tested, 0.08% active; Human serum alternative complement pathway, LPS-coated ELISA, C3 deposition; tested in compound mixtures;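 active = inhibition above 30% in each of the two pooled mixtures holding the compound, so the lower value exceeds 30%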;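 also: 0% = serum in Mg-EGTA without compound and 100% = EDTA serum blank; some compounds past the cut are filed as inactive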
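Medium: diluted human serum in Mg2+-EGTA GVB++. Assay system: human serum complement alternative pathway, C3 deposition onto LPS. Also added: Plate-bound LPS. Technique: Anti-C3 ELISA, OD 450 nm. Measure: percent inhibition. Incubation: 1 h at 37 °C. Dosing: 5 µM each compound, pools of ten, 50 µM per pool.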
CatS block: blocks human cathepsin S protease activity; P25774; recombinant cathepsin S, AMC dipeptide fluorescence, pooled mixtures; inhibition, %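 (tested at 5 µM per compound within 10-compound mixtures)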; 62,000 tested, 0.06% active; in the data active = inhibition above about 32%, passing the limit was not always enough;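 also: 0% = enzyme without compound and 100% = blank without enzyme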
FXIa inh mix: factor XIa (human) inhibition, mixture screen; P03951; purified FXIa, fluorogenic substrate, pooled mixtures; inhibition, % at 5 µM; 62,000 tested, 0.19% active; AID 680; in the data active = inhibition above about 20%, passing the limit was not always enough;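 also: each value is inhibition by a whole ten-compound pool holding the compound; 0% = enzyme with no mixture and 100% = wells lacking enzyme; strong numbers were not always called active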
* marks the source's active call; other numbers are inactive results; nt = not tested or not shown. This is a subset. The share of hits here may be higher or lower than overall.

Under each structure – Ec RNAP inh, CatL block, CatB inh, C1s inh, CatG inh, CatB mix inh, AP complement, CatS block, FXIa inh mix
1: COc1ccc(NC(=O)CSc2c(C)nn(-c3nnc(C)c(=O)[nH]3)c2C)cc1
  3, -4, 1, 0, -1, 5, 3, 2, 7
2: Cc1ccc(-c2nc3ccccc3[nH]2)cc1NC(=O)c1ccco1
  3, 6, -1, 1, 48, -1, 10, 1, 15
3: COC(=O)c1ccc(C)c(NC(=O)CN(c2ccc3c(c2)OCO3)S(C)(=O)=O)c1
  6, -2, -2, -2, 2, 2, 4, -2, 5
4: O=c1[nH][nH]c2nc(C(F)(F)F)cc(C(F)(F)F)c12
  -2, 8, 3, 4, 0, 13, 5, -5, 12
5: COC(=O)N1CCN(S(=O)(=O)c2ccc(F)cc2)CC1
  6, 14, -3, -32, 26, 5, 7, 17, -3
6: CCCn1c(CNC(=O)Cc2ccccc2)nc2ccccc21
  -5, 13, 5, -4, -4, -1, 5, 3, 2
7: Clc1ccc(OCc2nn3c(C4CCCCC4)nnc3s2)c(Cl)c1
  3, 4, 2, 1, 4, -1, 5, -4, 0
8: CC(NS(C)(=O)=O)C(c1cccs1)N1CCN(Cc2ccccc2)CC1 (centres undefined)
  5, 8, 0, -38, 1, 5, 8, 6, 10
9: Cc1cccn2c(=O)c3cc(C(=O)N4CCc5ccccc54)n(C)c3nc12
  9, 7, 7, -48, 1, -1, 7, -2, -2
10: O=C1C2C3C=CC(C3)C2C(=O)N1Cc1cccnc1 (centres undefined)
  2, 9, -1, -27, 5, 2, 14, -4, -1
11: COC(=O)C(CC(C)C)NC(=O)c1ccc(F)cc1 (centres undefined)
  8, nt, 7, 13, 12, -1, -3, -7, 11
12: COc1ccc(Cn2nnnc2C(c2cc(OC)ccc2OC)N2CCC(C(N)=O)CC2)cc1 (centres undefined)
  5, -7, -5, -4, 0, 2, 7, -11, 1
13: CC(C)N(C(=O)CSc1nn2c(=O)c(C(C)(C)C)nnc2s1)c1ccccc1
  9, 15, -1, 2, 3, 7, -2, 10, 7
14: O=C(NC(C(=O)c1ccccc1)N1CCCCC1)c1ccccc1 (centres undefined)
  -6, 2, 0, -18, -13, 0, -11, 2, -2
15: Cc1ccc(S(=O)(=O)N(CC(=O)N2CCOCC2)C2CCCCC2)cc1
  4, nt, 3, 3, 6, 3, 6, -3, 1
16: Cc1ccccc1-c1nnn(CC(=O)NCc2ccc3c(c2)OCO3)n1
  8, nt, -1, 3, 2, -1, 0, 0, -1
17: CCN(c1c(C)n(C)n(-c2ccccc2)c1=O)S(C)(=O)=O
  4, -1, 1, 12, 8, 7, -1, 4, 6
18: O=C(CSc1nnc(-c2cccnc2)n1-c1ccccc1)Nc1ccc2c(c1)OCO2
  -3, 13, -1, 4, 1, -4, 14, 15, 10
19: CCOC(=O)N1CCN(C(=O)COc2ccc(Br)cc2)CC1
  14, 26, 3, 22, 13, 0, 0, 5, 4
20: O=C(C1CCCN1S(=O)(=O)c1ccc(Cl)cc1)N1CCOCC1 (centres undefined)
  -1, 4, 3, 5, 6, -4, 0, 1, 10
21: COc1ccc(CC(=O)NCc2cn3ccsc3n2)cc1
  19, -4, 0, -6, 7, 3, 13, 1, 2
22: O=C(NCCN1CCCC1)C1CC(=O)N(C2CCCCC2)C1 (centres undefined)
  1, 6, 2, 15, 7, -1, 11, -1, 8
23: Cc1noc(C)c1CSc1nnnn1-c1ccc(Cl)cc1
  -1, -1, -2, -6, -3, 0, 7, -5, 3
24: CCN(C(=O)COC(=O)c1c(-c2ccccc2)noc1C)C1CCS(=O)(=O)C1 (centres undefined)
  6, 20, 2, -26, 3, -1, -6, 0, -14
25: CCOc1ccc(-c2nc(-c3ccc(OC)cc3)no2)cc1OCC
  0, 2, -3, 17, 11, 4, 14, -3, 8
26: COC(=O)C1=C(C)NC(C)=C(C(=O)OC)C1c1ccc(NC(C)=O)cc1
  0, 6, 5, 12, 13, 1, 7, -3, 4
27: C=CCn1c(Cc2cccs2)nnc1SCC(=O)Nc1cc(OC)cc(OC)c1
  4, 17, 4, -39, -6, -7, 0, 9, 6
28: CC(C)Cn1c(SCC#N)nc2ccccc2c1=O
  10, 18, -1, 20, 10, 5, 7, 10, 0
29: COc1cc2cc(C(c3nnnn3C(C)(C)C)N3CCc4ccccc4C3)c(=O)[nH]c2cc1OC (centres undefined)
  -2, -10, 1, -31, -4, 3, 12, -6, -1
30: Cc1ccc(NCc2nnc(SCCN3CCCCC3)n2CC2CCCO2)c(C)c1 (centres undefined)
  9, -4, -1, 4, 11, 2, 6, 8, 0

Values by screen from the entries so far.
CatB inh for nos. 10–13: -1, 7, -5, -1
AP complement for nos. 10–13: 14, -3, 7, -2

Compound profiles (already shown).
Cc1ccc(-c2nc3ccccc3[nH]2)cc1NC(=O)c1ccco1 in the list: Ec RNAP inh: 3; CatL block: 6; CatB inh: -1; C1s inh: 1; CatG inh: 48; CatB mix inh: -1; AP complement: 10; CatS block: 1; FXIa inh mix: 15
COC(=O)N1CCN(S(=O)(=O)c2ccc(F)cc2)CC1 in the list: Ec RNAP inh: 6; CatL block: 14; CatB inh: -3; C1s inh: -32; CatG inh: 26; CatB mix inh: 5; AP complement: 7; CatS block: 17; FXIa inh mix: -3

Additional entries follow:
Under each structure – Ec RNAP inh, CatL block, CatB inh, C1s inh, CatG inh, CatB mix inh, AP complement, CatS block, FXIa inh mix
31: COc1ccc(NC(=O)NC(C)c2ccncc2)cc1OC (centres undefined)
  13, 4, 5, 11, 8, 3, 3, -1, 7
32: COc1cccc(CN2CCN(C(=O)CC(C)C)CC2)c1
  6, -5, 7, 14, 15, 7, 10, -1, 0
33: CC(C)C(C)(C#N)NC(=O)CSc1nc2scc(-c3ccco3)c2c(=O)n1-c1ccccc1 (centres undefined)
  12, 21, 3, 8, 7, 2, -13, -1, 9
34: Cc1csc2ncc(C(=O)Nc3cccc(C(F)(F)F)c3)c(=O)n12
  1, nt, 0, -5, 7, 4, 18, -3, 4
35: Cc1nnc(SCC(=O)Nc2ccc3c4c(cccc24)CC3)n1C
  -1, 0, -1, 2, 15, -3, 8, 3, 8
36: COc1cccc(CNC(=O)C2CCN(C(=O)N(C)C)CC2)c1
  12, 6, -1, -9, 3, 2, 7, -13, 4
37: COc1cc(CNc2cc(C)ccc2C)cc(OC)c1OC
  9, 6, 2, 4, 0, 0, -3, 8, -2
38: N#CC1=C(N)C(C#N)(C#N)C(c2ccc[nH]2)C2CCCC=C12 (centres undefined)
  3, 3, 5, 6, 10, 4, 15, -5, 8
39: Cc1[nH]c(=O)[nH]c(=O)c1NC(=O)c1cccs1
  4, 10, 2, 13, 11, 1, 11, 4, 3
40: CC1CCCCN1C(=O)c1cc(-c2ccc(Cl)c(Cl)c2)on1 (centres undefined)
  0, 10, 3, -5, -3, 2, 4, 13, 8
41: O=C(NCc1ccc2c(c1)OCO2)c1ccc(-n2cnnn2)cc1
  -6, -10, -7, -7, -2, -3, 12, 3, 2
42: Cc1cccc(NC2(C(F)(F)F)N=C3SCCN3C2=O)n1 (centres undefined)
  7, -7, -6, 3, 1, 4, 16, 0, 5
43: CC(C)c1nnc(NC(=O)CCC(=O)NCc2ccco2)s1
  nt, 4, 0, -6, 5, 1, 21, -21, 2
44: CCOc1ccc(N2CCCn3c2nc2c3c(=O)n(CCc3ccccc3)c(=O)n2C)cc1
  3, nt, -1, -5, 6, 2, 1, 12, 3
45: Cc1nn(C)c(C)c1NC(=O)CSc1nnc(C)n1-c1ccccc1
  6, 16, -2, -41, -6, 4, 20, -12, 8
46: Cc1ccc(S(=O)(=O)Nc2ccc(-c3nnc(SCC#N)n3C)cc2)cc1
  -5, -7, 0, -2, -2, -2, 6, -3, 6
47: CCn1c(COc2ccccc2C)nnc1SCC(=O)NC1CCCC1
  17, 17, 2, 12, 8, 9, -2, 18, 9
48: COCCNC(=O)C1CCC(Cn2c(=S)[nH]c3ccccc3c2=O)CC1 (centres undefined)
  6, 9, -1, 1, 8, 1, -2, 18, -5
49: CCOc1ccc(C(=O)CN2CCN(S(=O)(=O)c3ccc(Cl)cc3)CC2)cc1
  5, 8, -3, -6, 2, 8, 7, 20, 2
50: COc1ccc(C2=NOC(C(=O)N3CCN(c4ccccc4OC)CC3)C2)cc1 (centres undefined)
  5, 10, 4, -9, 7, 0, 8, 14, -2
51: COc1ccccc1-n1c(SCC(=O)N(C)C2CCS(=O)(=O)C2)nc2ccccc2c1=O (centres undefined)
  -5, nt, -7, -23, -1, 4, 10, 0, 7
52: Cc1ccc(N(CC(=O)Nc2ccc3c(c2)OCCO3)S(=O)(=O)c2c(C)n[nH]c2C)cc1
  1, -2, 1, -4, 4, 3, 20, 1, -1
53: COC(=O)C(C)Oc1ccc2c3c(c(=O)oc2c1)CCCCC3 (centres undefined)
  -3, -15, -2, -25, 5, -10, 9, -2, -6
54: CC(=O)Nc1c(-c2ccc(F)cc2)nc2ccccn12
  -3, -26, -1, 0, 3, -2, 12, 7, 8
55: Cn1cc(SCC(=O)NCc2ccc3c(c2)OCO3)c2ccccc21
  8, 16, 2, 14, 14, -4, 4, 10, 5
56: COc1cc2c(=O)n(Cc3ccco3)c(=O)n(CC(=O)c3ccc(Br)cc3)c2cc1OC
  7, -1, 3, 5, 7, 4, 16, -1, 8
57: CC(C)c1nnc(NC(=O)CCC(=O)NCc2ccc3c(c2)OCO3)s1
  10, 20, 2, 6, 9, -8, -3, 1, -5
58: CC(C)(C)OC(=O)N1CCCC1C(=O)NC(Cc1ccccc1)C(=O)O (centres undefined)
  -2, 8, -2, 9, 7, 4, 12, 1, 16
59: CCOC(=O)N1CCN(C(=O)CN(C)S(=O)(=O)c2ccc(OC)c(OC)c2)CC1
  4, 5, 2, -42, -5, -2, 5, 15, -3
60: Cc1ccc(NC(=O)C2C(=O)N(CCO)C3(C)CC2c2ccccc2O3)cc1 (centres undefined)
  4, 20, 5, -35, 3, 1, 3, -1, 5
61: CCCc1cc(C(=O)Nc2nccs2)cs1
  3, 7, 7, 10, 9, 3, 17, -3, 7
62: CCOc1cccc(N2C(=O)CC(NCc3ccc(S(N)(=O)=O)cc3)C2=O)c1 (centres undefined)
  7, 1, 4, 12, 10, 1, -5, -10, 8

From entry 59 to 62, as listed above:
Under each structure – Ec RNAP inh, CatL block, CatB inh, C1s inh, CatG inh, CatB mix inh, AP complement, CatS block, FXIa inh mix
59: CCOC(=O)N1CCN(C(=O)CN(C)S(=O)(=O)c2ccc(OC)c(OC)c2)CC1
  4, 5, 2, -42, -5, -2, 5, 15, -3
60: Cc1ccc(NC(=O)C2C(=O)N(CCO)C3(C)CC2c2ccccc2O3)cc1 (centres undefined)
  4, 20, 5, -35, 3, 1, 3, -1, 5
61: CCCc1cc(C(=O)Nc2nccs2)cs1
  3, 7, 7, 10, 9, 3, 17, -3, 7
62: CCOc1cccc(N2C(=O)CC(NCc3ccc(S(N)(=O)=O)cc3)C2=O)c1 (centres undefined)
  7, 1, 4, 12, 10, 1, -5, -10, 8
